Screens: PubChem BioAssay, Dana-Farber Cancer Institute and Novartis Institutes for BioMedical Research (Cambridge, Mass)
UCHL1 inh: blocks human UCHL1 ubiquitin-rhodamine cleavage; P09936; purified UCHL1, Ub-rhodamine cleavage fluorescence; inhibition, % at 20 µM; 47,000 tested, 0.2% active; AID 1645859
OTUD3 block: inhibitors of human OTUD3 deubiquitinase; inhibition, % at 25 µM; Q5T2D3; purified OTUD3, Ub-rhodamine fluorescence, 2 h; 47,000 tested, 0.7% active
USP7 block: inhibitors of human USP7 deubiquitinase; Q93009; purified USP7, Ub-rhodamine cleavage fluorescence; inhibition, % at 20 µM; 47,000 tested, 0.3% active; AID 1645854
USP30 inh: inhibitors of human USP30 deubiquitinase. Q70CQ3. purified USP30, Ub-rhodamine cleavage fluorescence. inhibition, % at 25 µM. 47,000 tested, 5.3% active
USP17 block: inhibitors of human USP17 deubiquitinase. 47,000 tested, 6.5% active. purified USP17, Ub-rhodamine cleavage fluorescence, 3 h. inhibition, % at 50 µM
USP10 inh: human USP10 deubiquitinase inhibition. purified USP10, Ub-rhodamine fluorescence, 60 min. inhibition, % at 20 µM. 47,000 tested, 1.1% active. Q14694
USP28 block: human USP28 deubiquitinase inhibition. Q96RU2. purified USP28, Ub-rhodamine cleavage fluorescence, 30 min. inhibition, % at 25 µM. 47,000 tested, 3% active. AID 1645857
Target sequence (Q96RU2 whole entry, looked up): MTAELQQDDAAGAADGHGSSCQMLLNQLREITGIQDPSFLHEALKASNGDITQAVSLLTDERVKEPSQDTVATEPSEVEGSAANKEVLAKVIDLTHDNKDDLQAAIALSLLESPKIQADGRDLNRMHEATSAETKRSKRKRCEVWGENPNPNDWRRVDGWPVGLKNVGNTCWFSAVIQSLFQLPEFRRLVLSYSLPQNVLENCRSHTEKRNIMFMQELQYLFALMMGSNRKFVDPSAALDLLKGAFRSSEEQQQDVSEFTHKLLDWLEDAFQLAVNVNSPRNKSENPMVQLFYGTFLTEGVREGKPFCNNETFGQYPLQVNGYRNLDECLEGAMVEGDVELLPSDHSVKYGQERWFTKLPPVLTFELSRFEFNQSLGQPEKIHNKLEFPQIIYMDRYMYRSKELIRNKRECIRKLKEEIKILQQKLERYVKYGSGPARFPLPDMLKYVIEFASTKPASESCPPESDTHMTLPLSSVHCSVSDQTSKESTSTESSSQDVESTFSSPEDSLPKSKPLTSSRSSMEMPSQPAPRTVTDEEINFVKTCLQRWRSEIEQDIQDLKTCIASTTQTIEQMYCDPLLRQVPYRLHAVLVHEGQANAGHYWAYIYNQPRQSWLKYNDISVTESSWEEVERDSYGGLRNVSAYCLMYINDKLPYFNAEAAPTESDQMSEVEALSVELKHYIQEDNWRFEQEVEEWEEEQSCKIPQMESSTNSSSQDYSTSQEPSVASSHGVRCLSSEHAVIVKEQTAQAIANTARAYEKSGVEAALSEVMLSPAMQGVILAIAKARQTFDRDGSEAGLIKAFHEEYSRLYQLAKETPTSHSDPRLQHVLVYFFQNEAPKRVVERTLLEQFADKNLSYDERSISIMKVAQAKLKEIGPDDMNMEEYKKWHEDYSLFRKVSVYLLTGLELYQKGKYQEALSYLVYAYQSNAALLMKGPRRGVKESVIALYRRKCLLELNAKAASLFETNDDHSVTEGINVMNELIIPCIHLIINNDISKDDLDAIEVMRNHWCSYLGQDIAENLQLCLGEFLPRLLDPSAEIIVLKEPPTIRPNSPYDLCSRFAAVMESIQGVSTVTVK
USP8 block: blocks human USP8 ubiquitin-rhodamine cleavage. P40818. purified USP8, Ub-rhodamine cleavage fluorescence, 30 min. inhibition, % at 20 µM. 47,000 tested, 4.2% active. AID 1645853
Active calls of the source: *; x = not tested or not shown. Rule as the data show it: active = inhibition above about 30%; inactive = the rest. Compounds as they come; any-hit rate near 14%.

SMILES	UCHL1 inh	OTUD3 block	USP7 block	USP30 inh	USP17 block	USP10 inh	USP28 block	USP8 block
Cc1ccc(S(=O)(=O)N2CCC(C(=O)Nc3nnc(C)o3)CC2)c(C)c1	2	15	5	37*	-3	5	11	-109
CN(Cc1ccccc1)C(=O)Cn1c(=O)[nH]c2c(-c3ccccc3F)c[nH]c2c1=O	-4	-24	4	-138	-45	-3	-10	11
CC(O)CCc1ccc(C(=O)O)nc1 (stereo not drawn)	-4	9	2	17	-26	-6	2	-10
O=C(NC1CC1)c1ccc(-c2ccc(Cl)cc2Cl)o1	-1	-3	x	-46	-7	-6	7	-20
O=C(COc1cccc2ccc(N3CCC(Cc4ccccc4)CC3)nc12)Nc1cccc(Cl)c1	-1	2	1	2	39*	-6	5	84*
COc1ccc(N2CCN(S(=O)(=O)c3cc4c(cc3C)NC(=O)CO4)CC2)cc1	0	-10	0	-26	8	-1	-3	30
O=C(Nc1nnc(S(=O)(=O)Nc2ccccc2)s1)c1ccccc1F	-1	5	0	-10	-16	2	0	-7
Cc1ccc(-c2ncc(C(=O)N3CCCC(C)C3)c(-c3ccncc3)n2)cc1 (stereo not drawn)	-28	-34	-23	-159	-29	-6	-30	9
COc1ccc(-c2noc(CNC(=O)C(C)(C)Oc3ccc(Cl)cc3)n2)cc1OC	6	0	9	-13	-5	3	-1	-5
CCCn1nnc2cc(S(=O)(=O)N3CCC(C(=O)NCc4cccnc4)CC3)ccc21	-2	0	-3	-6	-1	-1	2	5
Cc1ccccc1C(=O)NCC(C)NC(=O)c1ccccc1C (stereo not drawn)	-1	1	-5	10	1	3	-2	3
CCC(Sc1cccc(NC(=O)c2ccc(F)cc2)c1)C(=O)Nc1cc(C(=O)O)ccc1C (stereo not drawn)	3	-10	-2	-2	-21	3	-3	-79
CCn1nc(C)c(CNC2CCN(c3ccc(C(=O)NCc4ccc5c(c4)OCO5)cc3)CC2)c1C	-2	-11	-2	-19	-3	-8	-1	0
Cn1c(=O)c2cc(C(=O)Nc3ccccc3)cnc2n(-c2ccc(F)cc2)c1=O	4	-8	0	7	9	15	2	3
COc1ccc(CN(C(=O)c2ccc(-c3ccccc3)[nH]2)C(C(=O)NC2CCCCC2)c2ccc(F)cc2)cc1 (stereo not drawn)	-5	-2	-1	-11	-1	-2	-6	-5
Cc1nc(C)n(CC2CCCCN2Cc2nc(-c3ccoc3)no2)n1 (stereo not drawn)	-13	-26	-14	-104	-34	-7	-51	-18
O=C(c1ccccc1)c1ccc(OCC(=O)N2CCSc3ccccc32)cc1	3	6	9	17	-3	11	9	-12
Cc1cccc(CN2CC[C@H]3COC(=O)N[C@@H]3C2)c1	1	10	1	8	18	-1	9	21
CC(=O)N1CC(C)Oc2cc(S(=O)(=O)Nc3ccc(C)cc3C)ccc21 (stereo not drawn)	-3	2	-2	15	6	3	0	-23
CC(NC(=O)c1cn(C)c2ccc(S(=O)(=O)N3CCCC3)cc2c1=O)c1ccc2c(c1)OCCO2 (stereo not drawn)	-2	-10	0	0	-8	-2	-11	-7
O=c1c2cnc(N3CCc4ccccc4C3)nc2ccn1CCc1ccccc1	0	-1	1	0	0	2	5	12
Cc1cc2c(cc1CN1CCCC(c3ncc(C(=O)N(C)C)c(C)n3)C1)n(C)c(=O)n2C (stereo not drawn)	-4	-8	-2	-24	-14	-7	-7	-10
CCOC(=O)N1CCN(c2ncc3c(=O)n(Cc4ccccc4F)c(=O)[nH]c3n2)CC1	0	1	0	5	0	1	-1	-19
CCn1c(=O)c(C(=O)NCc2cccc(F)c2)nc2cccnc21	-1	-1	-2	-7	x	-1	-5	-45
Cc1cn2c3c(=O)n(C)c(=O)n(C)c3nc2n1Cc1cccc2ccccc12	12	6	7	48*	7	3	10	-80
CC1CCc2c(sc3ncnc(NCc4cccnc4)c23)C1 (stereo not drawn)	0	-4	-27	0	-13	-1	-7	-8
COc1cccc(CCN2C[C@H]3CCN(C(=O)c4ccn[nH]4)CC[C@H]3S2(=O)=O)c1	-3	-1	-1	-1	-2	-2	0	-2
COc1cccc(CC(NC(C)=O)C(=O)NC2CCN(c3nnnn3-c3ccccc3)CC2)c1 (stereo not drawn)	1	7	3	10	0	-1	5	9
Cc1cc2c(cc3n2CC(C)(C(=O)NC2CCCCC2)N(Cc2cccnc2)C3=O)o1 (stereo not drawn)	2	1	-59	-9	-14	-6	-5	7
CC(C)C(=O)N1CC[C@@H]2CN(CCc3ccccc3)S(=O)(=O)[C@@H]2CC1	0	8	1	16	5	1	3	8
CCOc1ccc(C(=O)C2CC(=O)Nc3c2c(C)nn3-c2ccc(CC)cc2)cc1 (stereo not drawn)	4	12	2	27	18	1	10	16
COc1ccc(NC(=O)COC(=O)C2CCCN2S(=O)(=O)c2ccc(Cl)cc2)c(OC)c1 (stereo not drawn)	3	4	0	0	3	4	-3	5
O=S(=O)(c1ccccc1)N1CCC2(CN(CC3CCCC3)C2)C1	3	0	1	0	-5	2	0	-3
CCSc1nnc(-c2c[nH]c3ccccc23)n1C1CC1	-3	-7	-4	12	13	0	0	6
Cc1cccc(CNC(=O)c2ccc(N3C(=O)C(C)CS3(=O)=O)cc2)c1 (stereo not drawn)	-1	-1	4	0	-7	-1	0	-2
COc1ccc(NC(=O)C2CN(S(C)(=O)=O)c3cc(C)ccc3O2)cc1Cl (stereo not drawn)	3	22	-26	-5	3	15	-10	8
O=C(Cn1c(-c2nc(-c3cccc(F)c3)no2)cccc1=O)NCc1ccco1	13	25	5	-36	40*	38*	23	87*
Cc1cscc1S(=O)(=O)c1ccc(Cl)cc1	1	12	-5	21	10	3	25	-3
COc1ccc(C2=C(NCCc3ccc(S(N)(=O)=O)cc3)c3ccccc3C2=O)cc1	0	0	6	49*	12	6	31*	11
COc1ccccc1CN(C(=O)c1cnccn1)C(C(=O)Nc1ccc(F)cc1)c1ccccc1C (stereo not drawn)	8	12	0	-16	14	8	7	15
O=C(CCc1nnc2ccc(N3CCCC3)nn12)NCc1ccc2c(c1)OCO2	0	16	0	25	5	-1	14	17
COc1ccccc1CNc1nccn(Cc2ccc(F)cc2)c1=O	2	17	-10	12	12	5	24	0
COc1ccccc1OCC(=O)Nc1ccc2c(c1)Sc1ncccc1C(=O)N2C	-8	-10	-4	-20	8	-5	-10	5
CN1C(=O)OC[C@@H]2CCN(C(=O)Nc3ccc(Cl)cc3)C[C@H]21	0	1	1	5	0	0	-1	10
COc1cccc(N2C(=O)c3cc4occc4n3CC2(C)C(=O)NC2CCCCC2)c1 (stereo not drawn)	4	8	5	-2	0	0	6	26

6 structures out of the list, arranged by molar mass, low to high.
SMILES	UCHL1 inh	OTUD3 block	USP7 block	USP30 inh	USP17 block	USP10 inh	USP28 block	USP8 block
Cc1cscc1S(=O)(=O)c1ccc(Cl)cc1	1	12	-5	21	10	3	25	-3
CCn1c(=O)c(C(=O)NCc2cccc(F)c2)nc2cccnc21	-1	-1	-2	-7	x	-1	-5	-45
CC(=O)N1CC(C)Oc2cc(S(=O)(=O)Nc3ccc(C)cc3C)ccc21 (stereo not drawn)	-3	2	-2	15	6	3	0	-23
CCOc1ccc(C(=O)C2CC(=O)Nc3c2c(C)nn3-c2ccc(CC)cc2)cc1 (stereo not drawn)	4	12	2	27	18	1	10	16
CN(Cc1ccccc1)C(=O)Cn1c(=O)[nH]c2c(-c3ccccc3F)c[nH]c2c1=O	-4	-24	4	-138	-45	-3	-10	11
Cc1cc2c(cc1CN1CCCC(c3ncc(C(=O)N(C)C)c(C)n3)C1)n(C)c(=O)n2C (stereo not drawn)	-4	-8	-2	-24	-14	-7	-7	-10

(cont.)
SMILES	UCHL1 inh	OTUD3 block	USP7 block	USP30 inh	USP17 block	USP10 inh	USP28 block	USP8 block
O=C(NCc1cccnc1)C1CCCN(c2ccc(-c3ccccc3)nn2)C1 (stereo not drawn)	3	12	0	19	7	0	12	15
Cc1cc(=O)[nH]c(C2CN(CC(=O)N3CCCCC3)CCO2)n1 (stereo not drawn)	-5	-8	0	-5	-6	0	-5	-13
COc1ccccc1CNC(=O)CCn1c(=O)c2ccccc2n(Cc2cccc([N+](=O)[O-])c2)c1=O	3	9	6	28	6	5	7	-4
CS(=O)(=O)N1Cc2ccccc2CC2(CCN(Cc3ccc(O)cc3)C2)C1 (stereo not drawn)	-2	-2	-3	-3	-41	4	-13	-142
Cc1cccc(N(C)C(=O)CN(C)S(=O)(=O)c2ccc3c(c2)C(C)(C)C(=O)N3C)c1	2	-6	2	-63	-9	0	-10	3
Cc1sc(-c2ccc(Cl)nc2)nc1OC(=O)c1ccc(F)cc1F	3	14	-2	45*	53*	6	10	11
Cc1ccsc1C1CCCCCN1S(=O)(=O)c1cc(F)ccc1F (stereo not drawn)	4	6	6	-2	6	8	-4	7
COc1ccc(CC(=O)N2CNC(=O)C23CCN(C(=O)[C@@H](N)c2ccccc2)CC3)cc1	0	4	2	14	-12	3	8	-176
CCOC(=O)CSc1nc(=O)n2ccc(C)cc2n1	0	13	2	x	10	1	x	3
CN1CCC(N(C2CCOCC2)S(=O)(=O)c2ccccc2)CC1	-2	-1	0	-20	-6	-6	-7	-20
COc1ccc2c(c1)OC1(CCN(C(=O)c3cc4ccc(Cl)cc4[nH]3)CC1)CC2=O	-23	-52	-14	-479	-105	-3	-89	-46
CC(=O)Nc1ccc(Oc2cncc(Cl)c2)nc1	1	6	4	2	5	0	-3	12
CNC(=O)C1CN(C(=O)c2ccc(C#N)cc2)CC12CCCC2 (stereo not drawn)	-4	-7	-8	-25	-17	-2	-19	-19
O=C(c1cnccn1)N1CCC2(CC1)CCN(CC1CCCC1)C2=O	3	9	6	1	-1	0	8	-52
O=C1NC(c2ccccc2)=N[C@@]12CC[C@@H]1CN(S(=O)(=O)c3ccccc3)C[C@@H]12	-1	-7	0	-15	-17	1	0	-12
CC(C)N(CCSc1ccc(NC(=O)c2ccco2)nn1)C(C)C	-5	-30	-11	-178	-43	-5	-41	-18
O=C1CC(c2ccncc2)c2cc3c(cc2N1)OCCO3 (stereo not drawn)	-1	1	-8	12	1	1	0	5
Cc1c(-c2ccccc2)sc(N)c1C(=O)N1CCOCC1	-4	-18	-4	-117	-54	-5	-30	-8
COc1ccc(CCNC(=O)C(=O)c2cn(CC(=O)N3CCCCC3)c3ccccc23)cc1OC	6	0	5	16	13	2	3	-41
CCOC(=O)C(CC)Sc1nc(N)c(NC(=O)c2ccco2)c(=O)[nH]1 (stereo not drawn)	-7	-14	-3	-70	-32	-3	-23	-293
NS(=O)(=O)c1ccc(CNS(=O)(=O)/C=C/c2ccccc2)cc1	-1	16	7	78*	86*	3	57*	18
CN1[C@@H](CCC(=O)N2CCN(c3ccccc3)CC2)CNC(=O)[C@@H]2[C@H]1CCN2Cc1ccc(CO)o1	1	6	-5	-16	-19	-4	0	9
Cc1sc2ncnc(OCC(=O)c3cc(F)ccc3F)c2c1C	-3	-9	0	7	2	3	-5	0
O=c1oc2ccccc2c(N2CCN(C3CCCCC3)CC2)c1CN1CCCC1	-3	-6	0	-9	-1	-1	-5	1
CC(C)C1=C[C@@H]2c3c([nH]c(=O)[nH]c3=O)O[C@]2(C)CC1	0	-9	2	-2	-6	0	-6	-48
O=C(COC(=O)CCc1nc2ccccc2c(=O)[nH]1)Nc1ccc(N2CCOCC2)cc1	-2	4	1	-19	-1	-3	2	3
CN(C)c1ccc(C(CNC(=O)C2CCCC2)c2c[nH]c3ccccc23)cc1 (stereo not drawn)	1	-18	4	-29	-7	1	-22	-1
Cc1ccc(Nc2nc(O)c(CC(=O)Nc3ccc(C)cc3C)s2)cc1	0	20	16	9	37*	38*	0	46*
COCC(=O)N1C2CCC3(CC2)OC(=O)N(Cc2ccccc2)CC13 (stereo not drawn)	-1	-4	-1	0	0	3	-3	9
Cc1cc(CSc2ncccc2C(=O)Nc2ccnn2C2CCCCC2)no1	-1	-4	0	-5	-4	-3	-7	-11

USP8 block: what is marked active above.
SMILES	UCHL1 inh	OTUD3 block	USP7 block	USP30 inh	USP17 block	USP10 inh	USP28 block	USP8 block
O=C(COc1cccc2ccc(N3CCC(Cc4ccccc4)CC3)nc12)Nc1cccc(Cl)c1	-1	2	1	2	39*	-6	5	84*
O=C(Cn1c(-c2nc(-c3cccc(F)c3)no2)cccc1=O)NCc1ccco1	13	25	5	-36	40*	38*	23	87*
Cc1ccc(Nc2nc(O)c(CC(=O)Nc3ccc(C)cc3C)s2)cc1	0	20	16	9	37*	38*	0	46*

The list continues:
SMILES	UCHL1 inh	OTUD3 block	USP7 block	USP30 inh	USP17 block	USP10 inh	USP28 block	USP8 block
Cc1c(S(=O)(=O)Nc2ccccc2F)cc(C(=O)N2CCCC2)n1C	-2	-5	2	-16	-4	3	-4	-3
Cc1ccccc1NC(=O)Cn1cc(-c2nc(C3CC3)no2)ccc1=O	-6	3	5	70*	13	-1	-3	-2
O=C1CC(c2ccc(OCc3ccccc3)cc2)c2sccc2N1 (stereo not drawn)	0	-6	7	4	0	3	-4	18
c1cncc(-c2cnc3sc(NCC4CCOCC4)nn23)c1	0	0	1	-1	-2	4	-6	0
